Screens (PubChem)
HCMV inh: blocks human cytomegalovirus replication; activity change, negative = inhibition, % at 57.5 µM; HFF cells, HCMV-luciferase reporter, 72 h; hits give low values; 410,000 tested, 4.5% active; AID 1259415; in the data active = activity change below about -60%; inconclusive = no clear call, values can overlap the other calls; inactive = above about -39%; note: % is set by controls: 0 for no effect and ±100 for the full control effect
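Luciferase read-out from HCMV-luciferase-infected HFFs (MOI 1 PFU/cell) 72 h post infection at 37C; compounds added after 16 h cell attachment; activity normalized between buffer-only basal and Salinomycin (10uM) inhibitor controls.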
Cycloheximide cs: affects cycloheximide protein synthesis inhibition readout, counter-screen | cell reporter, cycloheximide protein synthesis inhibition counterscreen | max response, % | 300,000 tested, 12% active; in the data active = max response mostly above about 13%, no sharp cut-off; inactive = mostly below about 14%; note: read at 38.3 µM for the half of the compounds with a filed dose; 0% is about no effect
Giardia FBPA inh: blocks Giardia fructose-bisphosphate aldolase activity; purified Giardia FBPA; A8B2U2; Potency, µM (top dose mostly 59.6 µM), for the others: top-dose activity, negative = inhibition, hits mostly inhibitors; 290,000 tested, 0.71% active; note: potency is the fitted concentration of half-maximal effect; % is set by controls: 0 for no effect and ±100 for the full control effect; nearly all actives have a fitted effect of over 55% in size
Target sequence (A8B2U2 whole entry, looked up): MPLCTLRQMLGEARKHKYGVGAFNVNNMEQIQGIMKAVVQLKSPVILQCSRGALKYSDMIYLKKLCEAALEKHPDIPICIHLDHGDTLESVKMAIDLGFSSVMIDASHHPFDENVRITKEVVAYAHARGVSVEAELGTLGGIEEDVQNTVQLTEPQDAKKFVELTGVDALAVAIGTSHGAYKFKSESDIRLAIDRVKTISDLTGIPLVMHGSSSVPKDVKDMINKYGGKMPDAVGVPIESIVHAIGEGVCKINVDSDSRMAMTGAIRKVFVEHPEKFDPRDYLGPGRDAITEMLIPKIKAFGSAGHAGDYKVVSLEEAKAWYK
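40 nM FBPA preincubated 10 min at RT with compound (up to 57.5 uM final), then substrate plus GAPDH/TPI/NAD/arsenate coupling and diaphorase/resazurin added. Fluorescence read after 20 min at RT, 525/598 nm.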
Shiga inhibitor: blocks Shiga toxin action in Vero cells | inhibition, % at 38.7 µM | Vero cells, Shiga toxin protein synthesis inhibition reporter | AID 2315 | 290,000 tested, 9.2% active; in the data active = inhibition mostly above about 28%, no sharp cut-off; inactive = mostly below about 43%; note: 0% is about no effect
AmpC inh detg: inhibitors of E. coli AmpC beta-lactamase with detergent | Potency, µM (titrated, usually from 114 µM), for the others: at the highest dose activity change, negative = inhibition, actives largely listed as inhibitors | 370,000 tested, 0.041% active | P00811 | AID 485294 | AmpC hydrolysis of nitrocefin, absorbance 480 nm, 0.01% Triton;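 note: potency is the fitted concentration of half-maximal effect; 0% = no-compound wells and -100% = no-enzyme wells; nearly all actives have a fitted effect of over 25% in size; some results filed as inactive show a strong effect at the top dose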
Target sequence (P00811 whole entry, looked up): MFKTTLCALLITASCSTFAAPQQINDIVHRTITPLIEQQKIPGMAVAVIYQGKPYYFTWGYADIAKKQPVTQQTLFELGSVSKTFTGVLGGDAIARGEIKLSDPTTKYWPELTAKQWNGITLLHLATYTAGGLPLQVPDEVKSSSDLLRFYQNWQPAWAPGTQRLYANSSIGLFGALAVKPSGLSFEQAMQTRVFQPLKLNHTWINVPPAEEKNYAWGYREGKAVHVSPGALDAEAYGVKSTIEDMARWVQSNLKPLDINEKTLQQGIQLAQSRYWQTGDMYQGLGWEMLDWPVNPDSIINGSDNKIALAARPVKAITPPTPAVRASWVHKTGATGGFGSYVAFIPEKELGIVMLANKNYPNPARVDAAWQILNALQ
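20 mM phosphate pH 7.0 + 0.01% (detergent screen) or 0.0001% Triton X-100; 5.3 nM AmpC reagent; cpd preinc 15 min RT; nitrocefin (800 uM stock) to start; A480 q20 s × 4 min; Activity was normalised to no-enzyme and no-compound control wells.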
AmpC no deterg: AmpC beta-lactamase inhibition without detergent; 330,000 tested, 0.52% active; Potency, µM (top dose mostly 57.1 µM), for the others: top-dose activity change, negative = inhibition, hits mostly inhibitors; AmpC nitrocefin hydrolysis, absorbance 480 nm, 0.0001% Triton; P00811; AID 485341;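 note: potency is the fitted concentration of half-maximal effect; plate controls were no compound for no effect and no enzyme for full effect; nearly all actives have a fitted effect of over 20% in size; some results filed as inactive show a strong effect at the top dose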
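20 mM phosphate pH 7.0 + 0.01% (detergent screen) or 0.0001% Triton X-100; 5.3 nM AmpC reagent; cpd preinc 15 min RT; nitrocefin (800 uM stock) to start; A480 q20 s × 4 min; Activity was normalised to no-enzyme and no-compound control wells.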
AMA1-RON2 inh: AMA1-RON2 (P. falciparum) interaction inhibition; AlphaScreen AMA1-biotinylated RON2 peptide binding; Potency, µM (top dose mostly 58.2 µM), for inactives: top-dose activity change, negative = inhibition, usual class: inhibitors; 360,000 tested, 0.2% active; AID 720542;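 note: potency is the fitted concentration of half-maximal effect; 0% = vehicle wells and -100% = peptide control; nearly all actives have a fitted effect of over 45% in size; some results filed as inactive show a strong effect at the top dose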
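AMA1 (3D7) with his tag at 25 nM final met compounds first, then biotinylated RON2 peptide at 25 nM; detection used donor plus acceptor beads, 10 µg/mL apiece, read by AlphaScreen after 30 min at room temperature.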
An asterisk follows results filed as active; & = joins results of further samples; [ ] = another dose, or the depositor's remark. Unless noted, calls come from the whole dose curve; as a rule, active = well fitted curve in the direction sought with a large enough effect; inconclusive = small, poorly fitted or top-dose-only effect, or another doubt; inactive = no such curve, though single readings can be large; an effect the other way counts as inactive or inconclusive.

`COc1ccc2[nH]c(=O)c(CN(CC3CCCO3)C(=O)Nc3ccccc3)cc2c1` (stereo not given) gave HCMV inh -10, Cycloheximide cs -2, Giardia FBPA inh 10%, Shiga inhibitor 9, AmpC inh detg -3%, AmpC no deterg -12% and AMA1-RON2 inh 3%.
COc1ncnc2c1sc1nc(-c3ccccc3)c3c(c12)CCCC3 was read as HCMV inh inconclusive, Cycloheximide cs 5, Giardia FBPA inh 5%, Shiga inhibitor -4, AmpC inh detg inconclusive, AmpC no deterg -14% and AMA1-RON2 inh 0%.
For CC1(C(=O)OCC(=O)Nc2ccc(C(N)=O)cc2)CC1(Cl)Cl (stereo not given) the results were HCMV inh -30, Cycloheximide cs 6, Giardia FBPA inh 0%, Shiga inhibitor 14, AmpC inh detg -1%, AmpC no deterg -25% and AMA1-RON2 inh -3%.
COc1cccc(C(c2sc3ncnn3c2O)N2CC(C)OC(C)C2)c1 (stereo not given) was read as HCMV inh 6, Cycloheximide cs 2, Giardia FBPA inh -15%, Shiga inhibitor 2, AmpC inh detg -2%, AmpC no deterg inconclusive and AMA1-RON2 inh 0%.
For CCn1c(=O)c2c3c(sc2n(C)c1=O)CCC3 the results were HCMV inh inconclusive, Cycloheximide cs -4, Giardia FBPA inh 8%, Shiga inhibitor -15, AmpC inh detg -10%, AmpC no deterg 114%[activator] and AMA1-RON2 inh -9%.
`Cc1ccc(O)c(CCc2ccccc2)n1` gave HCMV inh -16, Cycloheximide cs 18*, Giardia FBPA inh -24%, Shiga inhibitor 24, AmpC inh detg -4%, AmpC no deterg -18% and AMA1-RON2 inh 9%.
CSc1ccc(/C=N/n2c(Cc3ccc(Br)cc3)n[nH]c2=S)cc1 was read as HCMV inh 19, Cycloheximide cs 0, Giardia FBPA inh 0%, Shiga inhibitor -2, AmpC inh detg inconclusive, AmpC no deterg -42%[11.4 µM] and AMA1-RON2 inh 29%.
`COc1ccc(CCNC(=S)NC(=O)c2c(-c3ccccc3Cl)noc2C)cc1OC` gave HCMV inh -14, Cycloheximide cs -2, Giardia FBPA inh -5%, Shiga inhibitor 9, AmpC inh detg 0%, AmpC no deterg -13% and AMA1-RON2 inh 63%[activator].
CCNC(=O)CN1C(=O)NC(CCc2ccccc2)C1=O (stereo not given) was read as HCMV inh -3, Cycloheximide cs -3, Giardia FBPA inh -2%, Shiga inhibitor -8, AmpC inh detg 7%, AmpC no deterg -2% and AMA1-RON2 inh 4%.
For CCc1ccccc1NC(=O)CSC1=C(C#N)C(c2ccc3c(c2)OCO3)C2=C(CCCC2=O)N1 (stereo not given) the results were HCMV inh -24, Cycloheximide cs 3, Giardia FBPA inh -26%, Shiga inhibitor -11, AmpC inh detg 8%, AmpC no deterg -37% and AMA1-RON2 inh 12%.
For Cn1c(SCC(=O)NC2CC2)nnc1-c1cccc(NC(=O)c2ccccc2F)c1 the results were HCMV inh 43, Cycloheximide cs -1, Giardia FBPA inh -2%, Shiga inhibitor -10, AmpC inh detg -5%, AmpC no deterg -15% and AMA1-RON2 inh 0%.
For O=C(CSCc1c(F)cccc1Cl)NCc1ccco1 the results were HCMV inh -5, Cycloheximide cs 26*, Giardia FBPA inh 5%, Shiga inhibitor 24, AmpC inh detg 7%, AmpC no deterg -16% and AMA1-RON2 inh -8%.
For CCOc1ccc(/C=C\c2nc(O)c([N+](=O)[O-])c(=O)[nH]2)cc1OCC the results were HCMV inh 18, Cycloheximide cs -5, Giardia FBPA inh -9%, Shiga inhibitor -11, AmpC inh detg -2%, AmpC no deterg -7% and AMA1-RON2 inh 8%.
COc1ccc(-n2nc([N+](=O)[O-])c(=NCCC3=CCCCC3)n2O)cc1 was read as HCMV inh inconclusive, Cycloheximide cs 32*, Giardia FBPA inh -8%, Shiga inhibitor 46, AmpC inh detg 5%, AmpC no deterg 2% and AMA1-RON2 inh 16µM*.
`Cc1cc(C)c2cc(C#N)c(N3CCCC3)nc2c1` gave HCMV inh 66, Cycloheximide cs 1, Giardia FBPA inh -29%, Shiga inhibitor -7, AmpC inh detg 0%, AmpC no deterg -16% and AMA1-RON2 inh 73%[activator].
Screening CCOC(=O)C1=C(C)N(C)C(=O)NC1c1c(C)nn(-c2ccc(C)cc2)c1Cl (stereo not given) returned HCMV inh -14, Cycloheximide cs 1, Giardia FBPA inh -3%, Shiga inhibitor -10, AmpC inh detg 2%, AmpC no deterg 95%[activator] and AMA1-RON2 inh -2%.
O=C(CCC(=O)N1CCOc2ccccc21)NCCCc1ccccc1 was read as HCMV inh 9, Cycloheximide cs 0, Giardia FBPA inh 22%, Shiga inhibitor 2, AmpC inh detg -7%, AmpC no deterg 47% and AMA1-RON2 inh 0%.
COc1ccccc1C(=O)N1CCN(c2ccccn2)CC1 was read as HCMV inh -20, Cycloheximide cs -5, Giardia FBPA inh 5%, Shiga inhibitor -2, AmpC inh detg 2%, AmpC no deterg -2% and AMA1-RON2 inh 1%.
For CC(=O)N1c2ccc(S(=O)(=O)NCC3CCC(C(=O)Nc4cc(C)ccn4)CC3)cc2CC1C (stereo not given) the results were HCMV inh -91*, Cycloheximide cs 1, Giardia FBPA inh inconclusive, Shiga inhibitor 8, AmpC inh detg 1%, AmpC no deterg 33% and AMA1-RON2 inh -6%.
For CCOC(=O)c1ccc(NC(=O)c2ccc(CN3CCOCC3)cc2)cc1 the results were HCMV inh inconclusive, Cycloheximide cs 8, Giardia FBPA inh 5%, Shiga inhibitor 0, AmpC inh detg 2%, AmpC no deterg -4% and AMA1-RON2 inh 3%.
Cc1cccc(OP(=O)(Nc2c(C)n(C)n(-c3ccccc3)c2=O)Oc2cccc(C)c2)c1 was read as HCMV inh -36, Cycloheximide cs -4, Giardia FBPA inh 10%, Shiga inhibitor -8, AmpC inh detg 1%, AmpC no deterg 28% and AMA1-RON2 inh -3%.
Screening CN1CCN(c2ncc3c(n2)CC(c2ccccc2F)CC3=O)CC1 (stereo not given) returned HCMV inh 13, Cycloheximide cs -3, Giardia FBPA inh 1%, Shiga inhibitor 17, AmpC inh detg 2%, AmpC no deterg 40% and AMA1-RON2 inh -5%.
Screening CC(C)Cc1nnc(NC(=O)CCNC(=O)c2ccccc2Cl)s1 returned HCMV inh -2, AmpC inh detg -12%, AmpC no deterg -3% and AMA1-RON2 inh 0%.
Screening O=C(c1ccccc1F)N1CCN=C1c1ccccc1 returned HCMV inh -28, Cycloheximide cs -2, Giardia FBPA inh -7%, Shiga inhibitor -3, AmpC inh detg -1%, AmpC no deterg -20% and AMA1-RON2 inh -6%.
For COCCCn1c(Cc2csc(Nc3ccc(F)cc3)n2)nnc1SCC(N)=O the results were Cycloheximide cs -3, Giardia FBPA inh -3%, Shiga inhibitor -8, AmpC inh detg -8%, AmpC no deterg 79%[activator] and AMA1-RON2 inh 3%.
Cc1ccc(NC(=O)CN2C(=O)c3ccccc3C2=O)c(C)c1 was read as HCMV inh 14, Cycloheximide cs -3, Giardia FBPA inh 7%, Shiga inhibitor 13, AmpC inh detg inconclusive, AmpC no deterg -24% and AMA1-RON2 inh -4%.
For O=C(C[n+]1ccccc1)Nc1ccccc1[N+](=O)[O-] the results were HCMV inh 21, Cycloheximide cs -1, Giardia FBPA inh -26%, Shiga inhibitor -6, AmpC inh detg 1%, AmpC no deterg -20% and AMA1-RON2 inh -9%.
Screening CSc1ccccc1NC(=O)CSc1cccc[n+]1[O-] returned HCMV inh -100*, AmpC no deterg -20% and AMA1-RON2 inh -8%.
`CC1CC(C)CN(C(=O)CN2C(=O)NC(c3ccccc3)(c3ccccc3)C2=O)C1` (stereo not given) gave HCMV inh -29, AmpC inh detg inconclusive, AmpC no deterg -7% and AMA1-RON2 inh -15%.
`Cn1c(=N)n(CC(O)c2ccccc2)c2ccccc21` (stereo not given) gave HCMV inh 97, Cycloheximide cs 70*, Giardia FBPA inh -4%, Shiga inhibitor 67, AmpC inh detg -9%, AmpC no deterg -8% and AMA1-RON2 inh 0%.
For Cc1cc(=O)c2c([nH]1)c(C)cc1[nH]c(C)c(C)c12 the results were HCMV inh 0, AmpC inh detg -20%, AmpC no deterg -14% and AMA1-RON2 inh 6%.
`CCSc1nnc2n(N)c(=O)c3ccccc3n12` gave Cycloheximide cs -1, Giardia FBPA inh -2%, Shiga inhibitor -9, AmpC inh detg -4% and AmpC no deterg -17%.
For COc1cccc(CN(C)C(=O)c2cc(S(=O)(=O)NC3CCCCC3)ccc2C)c1 the results were HCMV inh -24, AmpC no deterg 3% and AMA1-RON2 inh 5%.
COc1cc(O)c(C(CC(=O)N2CCCC2)c2cc(OC)c(OC)c(OC)c2)c(OC)c1 (stereo not given) was read as HCMV inh 2, Cycloheximide cs -1&-5, Giardia FBPA inh -10%&-9%, Shiga inhibitor -1&-4, AmpC inh detg 2%, AmpC no deterg 12% and AMA1-RON2 inh -5%.
CCCCCOc1ccc(/C=c2\sc3ncnn3c2=O)cc1 was read as Cycloheximide cs 0, Giardia FBPA inh 3%, Shiga inhibitor -22, AmpC inh detg 0% and AmpC no deterg -10%.
`O=S(=O)(CCOc1ccccc1)c1nc2ccccc2[nH]1` gave HCMV inh -69*, Cycloheximide cs 18*, Giardia FBPA inh 25%, Shiga inhibitor 23*, AmpC inh detg 14%, AmpC no deterg -29% and AMA1-RON2 inh 1%.
Screening CC1CCN(C(=O)c2[nH]cnc2C(=O)N[C@@H](Cc2ccccc2)C(=O)OC(C)(C)C)CC1 returned HCMV inh inconclusive, Cycloheximide cs 1, Giardia FBPA inh -7%, Shiga inhibitor -8, AmpC inh detg -12%, AmpC no deterg 155%[activator] and AMA1-RON2 inh 105%[activator].
COc1cccc(NC(=O)CSc2nc3ccccc3c(=O)n2C)c1 was read as HCMV inh inconclusive, Cycloheximide cs -4, Giardia FBPA inh 13%, Shiga inhibitor -10, AmpC inh detg 7%, AmpC no deterg -4% and AMA1-RON2 inh -3%.

Part of the list above in order of number of heavy atoms, smallest number first:
CSc1ccc(/C=N/n2c(Cc3ccc(Br)cc3)n[nH]c2=S)cc1 was read as HCMV inh 19, Cycloheximide cs 0, Giardia FBPA inh 0%, Shiga inhibitor -2, AmpC inh detg inconclusive, AmpC no deterg -42%[11.4 µM] and AMA1-RON2 inh 29%.
For CCOc1ccc(/C=C\c2nc(O)c([N+](=O)[O-])c(=O)[nH]2)cc1OCC the results were HCMV inh 18, Cycloheximide cs -5, Giardia FBPA inh -9%, Shiga inhibitor -11, AmpC inh detg -2%, AmpC no deterg -7% and AMA1-RON2 inh 8%.
For COCCCn1c(Cc2csc(Nc3ccc(F)cc3)n2)nnc1SCC(N)=O the results were Cycloheximide cs -3, Giardia FBPA inh -3%, Shiga inhibitor -8, AmpC inh detg -8%, AmpC no deterg 79%[activator] and AMA1-RON2 inh 3%.
For CC(=O)N1c2ccc(S(=O)(=O)NCC3CCC(C(=O)Nc4cc(C)ccn4)CC3)cc2CC1C (stereo not given) the results were HCMV inh -91*, Cycloheximide cs 1, Giardia FBPA inh inconclusive, Shiga inhibitor 8, AmpC inh detg 1%, AmpC no deterg 33% and AMA1-RON2 inh -6%.
